# GASC-1 inh: inhibitors of GASC-1 histone demethylase, primary screen, biochemical, fluorescence, DELFIA europium; GST-JMJD2C(1-420) H3K9me3 demethylation; inhibition, % at 2.35 µM; actives 0.069% (n = 330,000); AID 2099, 2009;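 active means more than half of a compound's replicate wells show inhibition beyond 50%, single wells judged on their own value; inconclusive means some, but no more than half, of replicates pass 50% inhibition; inactive means no replicate passes 50% inhibition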;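 further: signal counts dimethyl H3K9 product captured on neutravidin plate; 0% = median of DMSO wells and 100% = 0.3 times that DMSO median; strong numbers were not always called active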
# Target sequence (Q9H3R0 1-420 limits assumed): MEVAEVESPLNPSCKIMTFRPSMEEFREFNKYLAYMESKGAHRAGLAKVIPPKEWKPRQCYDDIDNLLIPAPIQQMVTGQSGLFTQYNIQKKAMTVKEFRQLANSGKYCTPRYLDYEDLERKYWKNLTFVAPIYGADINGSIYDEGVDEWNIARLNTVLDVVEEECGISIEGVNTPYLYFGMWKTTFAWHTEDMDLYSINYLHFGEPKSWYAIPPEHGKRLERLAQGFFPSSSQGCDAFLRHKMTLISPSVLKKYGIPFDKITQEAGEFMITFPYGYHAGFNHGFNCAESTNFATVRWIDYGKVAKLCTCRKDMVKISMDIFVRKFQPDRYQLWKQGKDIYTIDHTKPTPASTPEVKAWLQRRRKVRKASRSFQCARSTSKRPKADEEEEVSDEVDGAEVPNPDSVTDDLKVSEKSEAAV
# MEP2 TOR yeast: modulators of MEP2-GFP levels in yeast, primary screen, S. cerevisiae, multiplex flow cytometry, MLPCN library | AID 2016, 2009 | actives 0.51% (n = 330,000) | S. cerevisiae MEP2-GFP strain, 3 h; 100% = DMSO control level | GFP response vs DMSO, % at 10 µM;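 active means GFP response versus DMSO above a set limit, roughly screen mean plus 3 SD, cut at about 180% in these data; inconclusive means fewer than 70 cells counted for a yeast strain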;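 further: median GFP fluorescence of the barcode-gated MEP2-GFP cells per well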
# VLA-4 inh: inhibition in human VLA-4 binding assay, primary screen, VLA-4 allosteric modulator project, MLPCN library, flow cytometry, VLA-4 expressing cells | ligand binding flow cytometry | inhibition, % (about 7 µM as worked out from the volumes in the protocol) | actives 0.2% (n = 330,000); in the data active means inhibition above about 50%
# LAP4 TOR yeast: modulators of LAP4-GFP expression in yeast, primary screen, S. cerevisiae, multiplex flow cytometry, MLPCN library; GFP response vs DMSO, % at 10 µM; 3 h; median GFP as percent of DMSO wells; actives 0.34% (n = 320,000);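 active means GFP response vs DMSO above a set limit, about the screen mean plus 3 SD, cut at about 150% in these data; inconclusive means under 70 cell events counted for the yeast strain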
# RPL19A-GFP yeast: RPL19A-GFP expression modulators in yeast, primary screen, cell-based, S. cerevisiae, multiplex flow cytometry, MLPCN. AID 2025, 2009. S. cerevisiae RPL19A-GFP strain, 3 h; stronger effect = lower value. percent response vs DMSO, % at 10 µM. actives 0.3% (n = 330,000);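 active means percent response vs DMSO below 50%; inconclusive means fewer than 70 events counted for the yeast strain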;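 further: median channel GFP fluorescence of the barcoded RPL19A-GFP strain; ratio of sample median GFP to plate DMSO average so 100% = DMSO; lower means less RPL19A-GFP as with rapamycin TOR inhibition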
# CIT2-GFP yeast: modulators of CIT2-GFP expression in yeast, primary screen, S. cerevisiae, GFP fusion, multiplex flow cytometry, MLPCN library; actives 0.065% (n = 320,000); GFP response vs DMSO, % at 10 µM; S. cerevisiae CIT2-GFP strain, 3 h; 100 means same as DMSO wells;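 active means GFP response relative to DMSO above a set limit, near the screen mean plus 3 SD, cut at about 150% in these data; inconclusive means Fewer than 70 cells measured for a yeast strain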;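 further: ratio of well median GFP fluorescence to mean of DMSO wells on the plate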
# AGP1-GFP MLPCN: modulators of AGP1-GFP expression in yeast TOR pathway, primary screen, cell-based, multiplex flow cytometry, S. cerevisiae, MLPCN library. 3 h; GFP as percent of DMSO wells. GFP response vs DMSO, % at 10 µM. actives 0.02% (n = 320,000). AID 2066, 2009;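 active means GFP response relative to DMSO above a set limit, near screen average plus 3 SD, cut at about 150% in these data; inconclusive means fewer than 70 cells counted for the yeast strain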;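 further: median GFP channel fluorescence of the gated AGP1 strain per well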
# GRK2 aptamer HTS: compounds blocking aptamer binding on GRK2 – biochemical, human GRK2, bead flow cytometry, HTS, primary screen; actives 0.59% (n = 330,000); Beta-adrenergic receptor kinase 1 (Homo sapiens), P25098; FAM-aptamer displacement from GRK2; AID 488847, 2010; inhibition of aptamer binding, % at 10 µM;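 active means inhibition of aptamer binding above 40%, roughly 3 SD of noise, on plates passing a quality check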;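 further: median bead fluorescence of bound FAM aptamer so fluorescent compounds give negative values; no value below 0 was filed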
# Target sequence (P25098 whole entry, looked up): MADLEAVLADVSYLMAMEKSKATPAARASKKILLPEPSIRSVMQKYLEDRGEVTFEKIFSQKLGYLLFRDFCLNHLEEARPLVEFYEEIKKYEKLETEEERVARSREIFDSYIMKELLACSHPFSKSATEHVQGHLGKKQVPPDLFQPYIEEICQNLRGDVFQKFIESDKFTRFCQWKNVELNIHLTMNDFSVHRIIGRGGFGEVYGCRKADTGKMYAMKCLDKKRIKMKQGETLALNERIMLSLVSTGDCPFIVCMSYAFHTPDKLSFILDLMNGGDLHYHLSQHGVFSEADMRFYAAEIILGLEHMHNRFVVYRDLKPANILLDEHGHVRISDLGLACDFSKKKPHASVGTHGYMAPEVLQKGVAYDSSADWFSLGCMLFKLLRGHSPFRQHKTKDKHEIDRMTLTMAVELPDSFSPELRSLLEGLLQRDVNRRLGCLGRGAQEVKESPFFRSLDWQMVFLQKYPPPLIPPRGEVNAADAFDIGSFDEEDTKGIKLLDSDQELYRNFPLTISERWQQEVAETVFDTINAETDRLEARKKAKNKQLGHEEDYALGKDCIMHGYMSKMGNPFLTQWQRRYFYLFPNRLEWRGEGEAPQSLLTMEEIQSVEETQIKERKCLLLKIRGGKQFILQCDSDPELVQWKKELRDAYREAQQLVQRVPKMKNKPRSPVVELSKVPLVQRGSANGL
# * marks the source's active call; other numbers are inactive results; ? = inconclusive; . = no result given; & = joins results of further samples; [ ] = remark or other dose.
no.	molecule	GASC-1 inh	MEP2 TOR yeast	VLA-4 inh	LAP4 TOR yeast	RPL19A-GFP yeast	CIT2-GFP yeast	AGP1-GFP MLPCN	GRK2 aptamer HTS
1	Cc1cccc(N2CCN(C(=O)C3CCCN(S(=O)(=O)c4c(C)noc4C)C3)CC2)c1C (stereo not drawn)	4	102	-3	107	100	100	104	0
2	O=C(NCc1ccc(Cl)cc1)c1ccc(CSc2nc3ccncc3[nH]2)cc1	5	95	4	108	100	92	104	1
3	Cc1ccc(OCCNC(=O)c2cncc(Br)c2)cc1C	-2	111	-11	120	95	96	93	0
4	Cc1ccc(NS(=O)(=O)c2cc(C(=O)N3CCOCC3)ccc2C)cc1C	-13	102	5	98	96	110	100	10
5	CC(C)(C)NC(=O)C(c1ccccc1)N(Cc1ccco1)C(=O)c1csnn1 (stereo not drawn)	-8	105	18	104	107	102	111	0
6	Cc1ccc(N(CC(=O)NC(C)(C)C)C(=O)CNC(=O)c2cccs2)c(C)c1	-5	100	2	109	102	104	101	0
7	c1ccc(-c2nc3ccccc3c3nncn23)cc1	27	80	2	75	97	101	.	0
8	CCOC(=O)c1cc2sc(C)cc2n1CC(=O)Nc1ccc2c(c1)OCCO2	-13	93	2	91	91	98	95	2
9	CCCCNC(=O)n1c(=O)oc2ccc(Cl)cc21	5	111	-7	103	101	110	107	1
10	C#CCOCCOCCOCCNc1nc(N2CCN(C(=O)[C@H](CCC(=O)O)n3cc(C(N)CC(C)C)nn3)CC2)nc(N2CCN(C(=O)[C@H](CCC(=O)O)n3cc(C(N)[C@H](C)CC)nn3)CC2)n1 (stereo partly drawn)	-2	99	9	131	101	108	97	5
11	O=C1N[C@H](Cc2ccccc2)COC(=O)[C@H](Cc2ccc(F)cc2)C/C=C\C[C@@H]1CC(=O)N(CCO)Cc1ccccc1	3	95	11	98	101	98	102	1
12	COc1ccc(CN2CCCC(C(=O)N3CCc4ccccc4C3)C2)cc1OC (stereo not drawn)	12	103	8	90	100	100	101	0
13	CCOc1cc(/C=N/NC(=O)C(=O)Nc2cc(Cl)ccc2C)ccc1O	1	105	11	89	101	107	101	0
14	CC(=O)c1cc2c(cc1NC(=O)c1ccccc1C)OCO2	-1	97	6	107	96	97	104	1
15	CCSC1=N/C(=C\c2ccc(OC)cc2)C(=O)N1	-12	98	11	101	97	89	81	5
16	CCn1cc(C(=O)N2CCN(C(=O)c3ccco3)CC2)c2cc(OC)c(OC)cc2c1=O	-7&-1	105	1	102	103	103	107	2
17	COc1ccc(-c2noc(N3CCC(C(=O)NCCCN4CCC(C)CC4)CC3)n2)cc1	-8	103	7	116	99	98	90	0
18	CC(C)CNC(=O)[C@H](Cc1ccccc1)NC(=O)c1cccs1	5	106	13	90	99	100	101	2
19	COc1ccc(-n2ncc3c(=O)n(Cc4c(F)cccc4Cl)cnc32)cc1	.	113	-6	112	126	119	110	0
20	O=C1C=C(Nc2ccccc2)CC(c2ccccc2)C1 (stereo not drawn)	-8	94	1	90	99	94	98	1
21	Cn1c(=O)n(/N=C/c2ccccc2)c2ccccc21	11	95	-3	93	104	97	93	0
22	C=CCOc1ccc(CNc2ccc3[nH]c(=O)[nH]c3c2)cc1OCC	4	97	4	98	103	103	107	1
23	Cc1ccc(NC(=O)CCCC(=O)OC(C)C(=O)c2ccccc2)cc1 (stereo not drawn)	2	102	2	97	99	95	91	2
24	N#CC1(NC(=O)Cn2ncc(Cl)c(Cl)c2=O)CCCCC1	32	103	-10	103	100	98	105	0
25	Cc1ccc(C)c(S(=O)(=O)NCC(c2ccc3c(c2)OCO3)N2CCOCC2)c1 (stereo not drawn)	?	98	-2	99	96	86	97	3
26	Cn1c(SCc2ccc(Cl)cc2)nnc1-c1ccc2nonc2c1	4	98	5	113	97	95	102	0
27	CCOCc1nnc(NC(=O)CSc2ccccc2)s1	-13	102	12	101	99	109	105	3
28	c1cncc(-c2nc(NCC3CCCO3)c3ccccc3n2)c1 (stereo not drawn)	2	107	-1	98	105	106	100	0
29	Cc1c(NC(=O)Cn2nc(C(F)(F)F)c3c2CCCC3)c(=O)n(-c2ccccc2)n1C	-5	88	23	82	85	82	86	0
30	Cc1ccc(C(=O)OCn2nnc3ccccc3c2=O)cc1[N+](=O)[O-]	0	93	-1	102	100	94	99	1
31	COc1ccc(C(=O)NN(C)c2nc(-c3ccccc3)nnc2C(F)(F)F)cc1	0	94	8	110	102	94	109	0
32	Cc1ccccc1C(=O)NCCNc1ccc([N+](=O)[O-])cc1	-9	89	-6	109	95	92	97	0
33	Cc1ccc(C(C(=O)NC(C)(C)C)N(CC2CCCO2)C(=O)c2csnn2)cc1 (stereo not drawn)	-23	100	-2	93	98	99	101	3
34	CCc1c(C)nc2ncnn2c1N1CCC(C(=O)Nc2ccc(C)cc2)CC1	1	96	-2	96	98	101	96	0
35	CC1CCCC(C)N1c1nnc(N)s1 (stereo not drawn)	7	99	22	106	101	103	107	1
36	CC(=O)C1C(c2ccc(F)cc2)NC(=O)NC1(O)C(F)(F)F (stereo not drawn)	-14	101	1	97	112	104	101	1
37	CC(C)C(=O)NC(=S)N(Cc1ccccc1)Cc1ccccc1	5	104	3	97	108	106	102	2
38	NS(=O)(=O)c1ccc(NC(=O)CSc2nnc(-c3cnccn3)n2-c2ccccc2)cc1	-37&2	84	3	87	86	88	.	3
39	O=C(NCCC(=O)N1CCc2ccccc21)c1ccccc1Cl	-11	100	4	97	94	98	98	2
40	CSc1nc(O)c(C(c2ccc(OC(C)C)cc2)c2c(O)nc(SC)[nH]c2=O)c(=O)[nH]1	5	98	-1	108	97	97	106	1
41	O=C(/C=C/Nc1ccccc1OC(F)(F)F)C(F)(F)F	22	92	14	90	98	79	81	0
42	Cc1ccc(NC(=O)c2ccco2)cc1NC(=O)CSc1nnc(-c2cccs2)n1C	6&0	112	0	110	108	102	110	0
43	CCOC(=O)c1ccc(CSc2nnc(N)s2)cc1	-5	104	-14	102	98	95	98	0
44	Cc1ccc2c(c1)/C(=C/c1ccccc1F)C(=O)N2	17	100	41	102	100	91	95	0
45	COCCN1C(=O)c2ccc(C(=O)NCc3ccco3)cc2C1=O	1	99	-3	98	101	102	99	5
46	Cc1ccc(OCCn2c(Br)nc3c2c(=O)n(C)c(=O)n3C)cc1	7	108	8	112	95	94	99	0
47	CCC(=Nc1ccccc1)C1=C(O)CCCC1=O	-24	96	-9	101	93	107	113	4
48	Cc1cccc(NC2=NCC(=O)N2CCc2ccccc2)c1	23	100	7	98	99	108	101	0
49	CCOC(=O)c1cc2c(nc1N)CC(C)(CC)OC2 (stereo not drawn)	-2	101	6	100	102	95	99	0
50	Cc1noc(C)c1COC(=O)CCCNC(=O)c1ccc(Cl)cc1	2	93	-13	110	95	96	99	0

# The list goes on:
no.	molecule	GASC-1 inh	MEP2 TOR yeast	VLA-4 inh	LAP4 TOR yeast	RPL19A-GFP yeast	CIT2-GFP yeast	AGP1-GFP MLPCN	GRK2 aptamer HTS
51	CN(C)c1ccnc2sc(C(=O)c3ccccc3)c(N)c12	14	82	12	129	89	76	138	0
52	NNC(=O)c1ccc(COc2ccccc2)cc1	0	109	-7	109	105	98	98	1
53	Cc1cc(C(=O)OCC(=O)c2c(N)n(C)c(=O)n(C)c2=O)c(C)n1-c1ccccc1	0	94	0	100	99	106	102	3
54	Cc1ccc(C2OC34CCCCCC3C(C#N)(C(=N)O4)C2(C#N)C#N)cc1 (stereo not drawn)	-20	197*[may fluoresce violet]	15	104[may fluoresce violet]	57[may fluoresce violet]	?	?	2
55	CC(=O)NC(CCS(C)(=O)=O)C(=O)Nc1ccc(Oc2ccccc2)cc1 (stereo not drawn)	46	103	3	112	103	100	96	1
56	Cc1ccc(S(=O)(=O)c2c(N)n(-c3ccccc3)c3nc4ccccc4nc23)cc1	2	102	17	100	101	101	99	1
57	COc1ccc(N2C(=NC(=O)CCCc3ccccc3)SC3CS(=O)(=O)CC32)cc1 (stereo not drawn)	7	93	4	88	97	98	97	0
58	CC(C)CCNC(=O)Cc1ccccc1[N+](=O)[O-]	1	93	8	92	94	94	89	2
59	Cc1occc1C(=O)N1CCN(c2ccc(Cl)cc2)CC1	-26	108	-4	111	99	98	98	2
60	Cc1ccc(C2/C(=C(/O)c3ccc(Br)cc3)C(=O)C(=O)N2Cc2ccco2)o1 (stereo not drawn)	-3	101	-7	110	101	96	109	0
61	N#Cc1sc(NCc2cccc(Cl)c2)nc1Cl	5	107	6	103	103	99	95	0
62	COc1ccccc1OCc1nnc(SCC(=O)Nc2nnc(C3CC3)s2)n1C	1	108	7	109	100	100	101	0
63	COc1ccccc1-c1nnc(NC(=O)c2cccc(N3C(=O)CCC3=O)c2)o1	4	101	4	105	105	106	104	0
64	COc1ccc(/C=C/C(=O)NCCCN2CCCC2)cc1	-1	118	17	101	103	95	104	0
65	Clc1ccc(/C=N/N2CCN(Cc3ccccc3)CC2)cc1	-8	132	1	107	112	114	103	2
66	CCSc1nc(N2CCOCC2)c2ccccc2n1	12	93	5	94	93	87	90	0
67	CCCCn1c(N)c(N(CCC(C)C)C(=O)c2ccc([N+](=O)[O-])s2)c(=O)[nH]c1=O	2	101	-3	112	99	99	108	3
68	CC(=O)c1ccc(S(=O)(=O)N2CCN(c3nc(-c4cccnc4)nc4ccccc34)CC2)cc1	6	103	-21	96	96	100	96	0
69	CCC(=NCCc1c(C)[nH]c2ccccc12)C1=C(O)CC(c2ccccc2)CC1=O (stereo not drawn)	7	99	-6	90	105	105	101	0
70	CCCn1c(N)c(C(=O)CSc2nc3ccccc3c(=O)n2-c2ccc(OC)cc2)c(=O)[nH]c1=O	92	102	12	96	98	99	100	3
71	O=S(=O)(c1ccc(F)cc1)N(CCO)CC(O)Cn1c2ccccc2c2ccccc21 (stereo not drawn)	-3	103	42	101	103	92	97	1
72	O=C(O)CC1NC(=S)N(c2ccccc2)C1=O (stereo not drawn)	-3	94	-3	100	.	95	91	70*
73	O=C(CCN1C(=O)C2CCCCC2C1=O)Nc1nc2c(F)cc(F)cc2s1 (stereo not drawn)	13	109	9	111	99	97	98	1
74	CCOc1ccc(-c2cn(S(=O)(=O)c3cccc4nsnc34)nc2N)cc1	8	111	20	112	107	106	112	1
75	COc1ccc(OC)c2[nH]c(=O)c(CCNC(=O)C(=O)c3c(C)[nH]c4ccccc34)cc12	10	109	11	93	109	102	98	0
76	NC(=O)CN(c1ccc(Oc2ccccc2)cc1)S(=O)(=O)c1ccccc1	-1	104	0	89	105	102	104	1
77	OC(Cn1cncn1)c1ccc(Cl)cc1Cl (stereo not drawn)	0	98	-4	87	81	105	78	0
78	COc1ccc(C(=O)c2c[nH]c(C(=O)NCCCn3ccnc3)c2)cc1	-10	99	3	102	110	105	106	1

# Random excerpt: 2 entries already listed
no.	molecule	GASC-1 inh	MEP2 TOR yeast	VLA-4 inh	LAP4 TOR yeast	RPL19A-GFP yeast	CIT2-GFP yeast	AGP1-GFP MLPCN	GRK2 aptamer HTS
65	Clc1ccc(/C=N/N2CCN(Cc3ccccc3)CC2)cc1	-8	132	1	107	112	114	103	2
58	CC(C)CCNC(=O)Cc1ccccc1[N+](=O)[O-]	1	93	8	92	94	94	89	2
